Assay outcomes from PubChem BioAssay.
ADAM17 inh = inhibits human ADAM17; recombinant ADAM17, EDANS/DABCYL FRET peptide cleavage; hit rate 0.83% among 370,000; inhibition, % at 6.95 µM;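 active = inhibition above the mean of compounds lying between control limits plus 3 SD, set per campaign, cut at about 8.5% in these data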;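 also: 0% = DMSO-only wells as the low control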
GAA850 FXN act = frataxin GAA850 promoter activation. HEK293 lucGAA850 FXN promoter luciferase reporter, 24 h; percent of 10 µM SAHA response. activation, % at 6 µM. hit rate 0.56% among 360,000;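 active = activation above the average of all compounds screened plus 3 SD, cutoff fixed separately per campaign, cut at about 7.5% in these data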;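 also: 0% = DMSO wells and 100% = 10 µM SAHA wells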
DAX1 inh-1 = inhibits human nuclear receptor DAX1. P51843. HEK293 Gal4-DAX1 luciferase reporter, luminescence. inhibition, % at 6.75 µM. hit rate 0.99% among 340,000. AID 504766;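 active = inhibition above the mean over all tested compounds plus 3 SD, cut at about 4.2% in these data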;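 also: 0% = DAX1-transfected cells with DMSO and 100% = empty-vector control cells with DMSO; inhibition shows as a rise in luminescence from relieved DAX1 repression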
PLCg1 inh = inhibitors of human phospholipase C gamma1; purified PLC-gamma1, fluorogenic substrate, fluorescence; P19174; inhibition, % at 12.2 µM; hit rate 0.84% among 370,000; in the data active = inhibition above about 9.5%
hgDAF12 agonist = agonists of H. glycines DAF-12 nuclear receptor; HEK293 GAL4-hgDAF12 UAS-luciferase reporter, agonist luminescence; normalized to butyrate control; activation, % at 6.8 µM; hit rate 1.8% among 370,000;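 active = activation above a cutoff set at the mean of all screened compounds plus 3 SD, cut at about 10% in these data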;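 also: 0% = DMSO wells and 100% = sodium butyrate wells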
ADAM10 inh = inhibits human ADAM10 | recombinant ADAM10, EDANS/DABCYL FRET peptide cleavage, 3 h | inhibition, % at 7 µM | AID 720582 | O14672 | hit rate 0.62% among 370,000;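 active = inhibition above a per-campaign cutoff equal to the mean of compounds falling between control-based bounds plus 3 SD, cut at about 20% in these data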;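 also: 0% = DMSO wells while the 100% control is not disclosed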
Target sequence (O14672 214-748 limits assumed): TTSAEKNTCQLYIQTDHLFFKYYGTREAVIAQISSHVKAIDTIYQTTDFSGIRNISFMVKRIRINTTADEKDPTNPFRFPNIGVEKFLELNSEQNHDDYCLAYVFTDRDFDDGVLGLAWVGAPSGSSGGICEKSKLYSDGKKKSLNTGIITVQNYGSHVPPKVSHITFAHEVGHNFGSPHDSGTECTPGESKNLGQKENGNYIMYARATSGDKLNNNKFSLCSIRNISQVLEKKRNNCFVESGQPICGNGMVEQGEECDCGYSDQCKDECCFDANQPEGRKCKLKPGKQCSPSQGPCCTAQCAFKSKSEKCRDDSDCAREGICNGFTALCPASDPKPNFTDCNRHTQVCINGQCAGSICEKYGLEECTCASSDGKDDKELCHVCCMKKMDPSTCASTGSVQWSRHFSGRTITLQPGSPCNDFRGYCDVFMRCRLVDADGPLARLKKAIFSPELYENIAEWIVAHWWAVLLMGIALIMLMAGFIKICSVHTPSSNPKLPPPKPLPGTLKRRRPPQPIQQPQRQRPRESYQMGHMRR
ssDAF-12 act = S. stercoralis DAF-12 activation, primary screen | hit rate 1% among 370,000 | activation, % at 6.8 µM | HEK293 ssDAF-12/GRIP1 lit1-tk-luc reporter, luminescence; % of 3 µM dafachronic acid response;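 active = activation above the mean over all tested compounds plus 3 SD, cut at about 0.9% in these data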;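 also: 0% = DMSO-only wells and 100% = 3 µM delta7-dafachronic acid wells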
HGIII-sPLA2 inh = Blocks human group III sPLA2 activity. Q9NZ20. QFRET BODIPY PC-A2 liposome hydrolysis, fluorescence. inhibition, % at 12.2 µM. hit rate 0.56% among 370,000;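 active = inhibition above mean plus 3 SD of compounds lying within the high and low control bounds, cut at about 19% in these data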;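 also: 0% = median of test compound wells and 100% = no enzyme DMSO wells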
Target sequence (Q9NZ20 whole entry, looked up): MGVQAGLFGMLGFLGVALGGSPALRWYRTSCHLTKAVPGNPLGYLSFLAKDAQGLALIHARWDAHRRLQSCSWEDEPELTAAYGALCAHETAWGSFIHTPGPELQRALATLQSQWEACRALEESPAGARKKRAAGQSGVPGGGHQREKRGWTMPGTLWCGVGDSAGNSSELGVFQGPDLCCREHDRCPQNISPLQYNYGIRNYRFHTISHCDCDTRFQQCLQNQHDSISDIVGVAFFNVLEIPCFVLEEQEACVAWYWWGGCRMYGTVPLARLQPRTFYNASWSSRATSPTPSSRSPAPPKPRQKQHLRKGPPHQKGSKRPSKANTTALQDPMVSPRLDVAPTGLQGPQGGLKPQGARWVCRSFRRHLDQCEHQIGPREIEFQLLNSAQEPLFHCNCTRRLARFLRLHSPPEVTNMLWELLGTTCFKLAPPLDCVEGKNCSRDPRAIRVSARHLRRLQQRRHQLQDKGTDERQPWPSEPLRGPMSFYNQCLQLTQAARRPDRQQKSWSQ
hcDAF12 agonist = activators of H. contortus DAF-12 nuclear receptor. HEK293 hcDAF-12 lit1-tk-luc reporter, luminescence; 0% DMSO, 100% Δ7-dafachronic acid. activation, % at 6.8 µM. hit rate 1.4% among 370,000. AID 652067;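 active = activation above the mean of all tested compounds plus 3 SD, cut at about 5.5% in these data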;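 also: 100% = response to 3 µM Δ7-dafachronic acid high control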
PLCb3 inh = PLC-beta3 (human) inhibition, primary screen | Q01970 | Purified PLC-beta3, fluorogenic substrate, fluorescence | inhibition, % at 12.2 µM | hit rate 0.18% among 370,000; in the data active = inhibition above about 11%;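 also: 0% = median of compound wells on plate and 100% = full blocker control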
DAX1 inh-2 = inhibitors of DAX1 repression of SF-1 activated StAR promoter. hit rate 1.1% among 370,000. inhibition, % at 6.8 µM. HEK293T StAR-luciferase reporter, SF-1/DAX-1 repression relief. AID 652010;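 active = inhibition above the mean over all tested compounds plus 3 SD, cut at about 3.6% in these data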;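 also: 0% = DAX-1 cells with DMSO and 100% = cells lacking DAX-1 with DMSO; higher inhibition means more luminescence from relief of DAX-1 repression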
The depositor's hits bear a star; x = not tested or not shown.

Values in the order: ADAM17 inh, GAA850 FXN act, DAX1 inh-1, PLCg1 inh, hgDAF12 agonist, ADAM10 inh, ssDAF-12 act, HGIII-sPLA2 inh, hcDAF12 agonist, PLCb3 inh, DAX1 inh-2
Cc1ccc(C(=O)/C=C/Nc2ccc(S(=O)(=O)Nc3onc(C)c3C)cc2)cc1
  4.5, 3.3, 0.6, -2.0, 5.1, 1.2, -0.1, -8.5, 3.0, -6.7, 0.8
CC1CCCN(C(=O)Cc2ccc(F)cc2)C1 (stereo not given)
  0.1, 0.0, -0.7, 2.8, 0.7, 1.4, -0.6, -2.0, -1.3, 2.4, 0.0
COC(=O)C12C=C3CC(c4ccc(C(F)(F)F)cc4)=C3C(=O)N1Cc1[nH]c3ccccc3c1C2 (stereo not given)
  -12.4, x, x, -42.1, -7.5, -48.6, -0.9, -18.2, 0.5, -71.1, -3.7
CC(C)c1ccc(S(=O)(=O)N2CCN(C(=O)CN3C(=O)NC4(CCCCC4)C3=O)CC2)cc1
  -1.0, 1.1, 0.4, 1.8, 1.1, -6.8, -0.4, 0.1, 0.1, -1.2, 0.1
CCCCNC(=O)C[C@@H]1C[C@@]2(C(=O)OCC)CCC=C2N(Cc2ccc3c(c2)OCO3)C1=O
  -0.7, x, x, -1.1, -1.7, -8.9, -1.4, -2.0, 0.5, -2.1, -0.6
CCCCNC(=O)C1C(c2ccc(OC)cc2)=Nc2ccccc2N1C(=O)Cc1cc(OC)cc(OC)c1 (stereo not given)
  -2.5, x, x, -14.1, 2.7, -5.1, -1.1, -7.4, -2.7, -27.1, -1.3
N#Cc1ccsc1NC(=O)CSc1nnnn1-c1ccc(O)cc1
  -5.1, 4.8, 1.2, -11.1, 5.2, 0.8, 0.1, -14.8, 7.4*, -21.3, 0.2
CSCCc1nc(SCC(=O)Nc2nnc(C)s2)[nH]c1C
  -2.8, 0.0, 0.2, -1.6, -1.3, 0.0, -1.5, -8.3, 1.6, -1.7, 0.5
O=C(NNc1cc(C(F)(F)F)ccc1Cl)c1ccc(=O)[nH]c1
  -2.0, -0.8, -0.7, 7.0, -0.8, 3.7, -1.2, 12.5, 0.9, -7.0, -0.1
Cc1ccc(N2C(SCC(=O)O)=NC(=Nc3cccc(C)c3)C23CCCC3)cc1
  -2.1, 2.4, 0.6, 1.5, -1.1, -6.7, -0.9, 7.2, -0.8, 0.5, 0.2
CCOC(=O)Cn1cc(C#N)c2cccc(CC)c21
  2.6, -2.2, -0.1, -2.5, -4.5, -0.5, -1.6, -3.6, -1.9, 0.6, 0.4
CCOc1ccc(-c2nc(CN3CCCC(C(=O)N4CCOCC4)C3)c(C)o2)cc1 (stereo not given)
  -2.8, -1.1, 1.8, -2.9, 4.0, -7.8, 0.2, -2.9, -0.4, -11.3, 1.8
O=C(O)CSc1ccnc2cc(Cl)ccc12
  1.4, -1.1, -1.2, 4.3, 1.8, 10.4, -0.7, 9.4, -1.1, 0.5, 0.9
O=C(Nc1ccccc1)Nc1scc2c1c(=O)oc1ccccc12
  -1.1, x, x, -2.1, 1.0, 3.4, -1.5, -4.8, -0.1, -5.0, 0.1
CCOc1ccc(C(=O)NCc2ccco2)cc1OC
  -0.6, 0.7, 0.9, 0.6, -0.4, -6.0, -1.5, 4.9, -0.7, -6.3, 0.0
CC(C)OC(=O)/C(=C/c1cccnc1)NC(=O)c1ccccc1
  -0.2, 0.5, 0.2, 0.5, -0.4, 3.5, -1.3, -2.0, 1.0, 2.5, 0.3
COc1c(OC)c(O)c2c(=O)cc(-c3c(O)cccc3O)oc2c1OC
  -0.3, 1.1, 0.8, 2.3, 5.4, 6.7, -1.5, -5.1, -1.8, 3.0, 0.5
CNc1sc(C(=O)c2ccccc2F)c(N)c1-c1nc2ccccc2s1
  -1.6, 1.1, 0.4, -12.2, 1.3, -4.6, -1.4, 4.2, 0.5, -10.9, -0.6
COC(=O)c1ccc(C(=O)N2CCCC(CNC(=O)c3ccccc3Cl)C2)cc1 (stereo not given)
  0.2, 1.4, 1.1, 2.8, 1.2, 4.5, -0.5, 2.4, 2.2, 5.4, -0.1
CC(C)CCNC(=O)CN(Cc1ccccc1)C(=O)CCC(=O)Nc1nccs1
  -4.7, 1.6, 0.4, 0.5, -1.6, -2.8, -1.1, 3.0, -0.5, -10.3, -0.4
O=C1ON=C(c2ccccc2)/C1=C/c1ccc(O)c(O)c1
  -6.3, 3.1, 2.0, 5.5, 1.2, 3.5, -0.9, 7.9, -0.2, 0.0, 0.2
COc1cccc(NC(=O)COc2ccc(C(=O)N3CCN(C)CC3)cc2)c1
  -3.2, 1.5, 1.2, -2.3, 1.6, 0.3, -0.9, 4.4, 0.4, -7.4, 0.1
CC(=O)N(C)c1ccc(NC(=S)Nc2ccc(C(C)C)cc2)cc1
  -1.3, 1.2, 0.0, -0.9, 3.9, -5.5, -1.9, 2.9, -0.1, 0.1, 0.3
CC(C)CCn1cnc2c1c(=O)n(C)c(=O)n2C
  -3.9, 1.0, 0.8, 1.0, -0.5, 3.1, -0.4, 1.4, -0.9, 1.2, 0.1
COc1cc(C2SCC(=O)N2c2c(C)n(C)n(-c3ccccc3)c2=O)ccc1O (stereo not given)
  -0.1, 1.1, 2.0, -1.1, -2.5, -1.2, -1.1, 0.2, -0.6, 2.1, 0.2
CC(NC(=O)CN1C(=O)NC2(CCCCCC2)C1=O)c1ccccc1 (stereo not given)
  -2.6, 0.0, 0.1, -1.0, 0.4, -3.8, -0.9, -2.3, 2.1, -3.7, -0.3
Cc1cccc(OCCSc2nnc(-c3ccoc3C)n2C)c1
  -1.4, 0.8, -0.3, 0.7, 1.7, -2.2, -1.6, -4.2, -2.6, 1.1, -0.3
O=C(CCn1cccc1)Nc1ccccc1F
  -3.4, -1.6, 0.3, -0.1, 0.9, 2.2, -1.6, -7.0, -2.0, 1.4, -0.6
COC(=O)Nc1sc(C(=O)N(C)C)c(C)c1C(=O)OC
  -4.8, 1.2, 1.3, -6.5, 0.3, -0.2, -1.1, 6.2, 0.0, -6.0, -0.4
Cc1cccc(C)c1NC(=O)CSc1nnc(CCCCCNC(=O)OC(C)(C)C)o1
  -5.6, -0.2, -0.1, 8.8, -1.1, -15.4, -1.9, 2.1, -2.6, 4.4, -0.8
Cc1ccccc1-c1ccc(Nc2ccc(C(=O)N3CCOCC3)cc2)nn1
  -5.1, 1.7, -0.9, 0.7, 1.7, -0.2, -1.6, -2.3, -1.3, 0.6, -0.9
COc1ccccc1C(O)P(=O)(OC1CCCCC1)OC1CCCCC1 (stereo not given)
  -3.5, 2.4, 1.3, 0.7, -0.2, 0.8, -1.6, -2.6, -1.9, -4.3, -0.1
CNC(=O)c1nc(C)c(C2(C)CC(c3ccccc3)=NO2)s1 (stereo not given)
  0.1, -0.6, -0.6, 1.6, 0.5, 3.4, -0.9, 3.9, -0.6, -0.9, 0.0
CCOc1cc([C@H]2[C@@H]3CCCC[C@]3(O)CCN2CC(=O)NCc2ccco2)ccc1O
  -0.3, -0.9, 0.8, -2.7, 0.4, -3.6, -1.6, -12.7, 0.5, -2.8, -0.1
CCSc1nc(N)c(NC(=O)c2ccc(Br)o2)c(=O)[nH]1
  -1.0, 0.1, -0.1, 1.3, -2.8, -5.9, -1.2, 3.9, -2.3, -6.6, 0.8
CCOC(=O)C(=O)N1c2ccccc2C(N(C(=O)C(=O)OCC)c2ccccc2)CC1C (stereo not given)
  -4.0, 0.5, 1.3, -2.3, -3.1, -3.2, -0.3, 3.6, -1.3, -3.0, -0.6
CCn1c(CNC(=O)c2cccc(C)c2)nnc1SCC(=O)Nc1cccc(OC)c1
  3.3, 1.0, 1.1, 1.2, 1.9, -6.9, -1.8, -4.5, -1.0, 3.8, -0.9
CC(=O)c1ccc(N(CC(=O)NCc2ccc3c(c2)OCO3)C(=O)c2csnn2)cc1
  -3.4, 3.0, 0.4, 5.1, 2.1, -2.4, -1.1, 14.9, 0.4, -10.8, 0.3
CC(C)n1ncc2c(C(=O)NCCc3ccc(F)cc3)cc(C3CC3)nc21
  -50.2, -0.3, 0.4, -107.7, -1.9, -147.8, -1.5, 0.6, -1.1, -119.2, -2.2
COc1ccc2c(c1OC)C(=O)N1N=C(c3ccc(Cl)cc3)CC21 (stereo not given)
  1.1, -2.3, 0.3, -30.4, -0.6, -1.6, -1.9, 2.1, 0.5, -33.7, -0.3

Entries of single compounds, quoted from the list. Order of values: ADAM17 inh, GAA850 FXN act, DAX1 inh-1, PLCg1 inh, hgDAF12 agonist, ADAM10 inh, ssDAF-12 act, HGIII-sPLA2 inh, hcDAF12 agonist, PLCb3 inh, DAX1 inh-2
Listed for CC(NC(=O)CN1C(=O)NC2(CCCCCC2)C1=O)c1ccccc1 (stereo not given) : -2.6, 0.0, 0.1, -1.0, 0.4, -3.8, -0.9, -2.3, 2.1, -3.7, -0.3
Listed for COc1cc(C2SCC(=O)N2c2c(C)n(C)n(-c3ccccc3)c2=O)ccc1O (stereo not given) : -0.1, 1.1, 2.0, -1.1, -2.5, -1.2, -1.1, 0.2, -0.6, 2.1, 0.2
Listed for COc1ccccc1C(O)P(=O)(OC1CCCCC1)OC1CCCCC1 (stereo not given) : -3.5, 2.4, 1.3, 0.7, -0.2, 0.8, -1.6, -2.6, -1.9, -4.3, -0.1
Listed for CCOC(=O)C(=O)N1c2ccccc2C(N(C(=O)C(=O)OCC)c2ccccc2)CC1C (stereo not given) : -4.0, 0.5, 1.3, -2.3, -3.1, -3.2, -0.3, 3.6, -1.3, -3.0, -0.6
Listed for CC(C)CCn1cnc2c1c(=O)n(C)c(=O)n2C : -3.9, 1.0, 0.8, 1.0, -0.5, 3.1, -0.4, 1.4, -0.9, 1.2, 0.1

Following part
Values in the order: ADAM17 inh, GAA850 FXN act, DAX1 inh-1, PLCg1 inh, hgDAF12 agonist, ADAM10 inh, ssDAF-12 act, HGIII-sPLA2 inh, hcDAF12 agonist, PLCb3 inh, DAX1 inh-2
O=C(COc1ccc(C(=O)NCCc2ccccc2)cc1)Nc1ccccc1
  -0.1, -0.4, -0.9, -0.5, -0.1, -1.2, -0.9, 0.6, -2.4, -1.7, 0.1
N#Cc1cccc(C(=O)OCC(=O)NCc2ccco2)c1
  0.7, 2.2, 0.1, 2.7, -2.2, 13.7, -0.9, 1.3, -1.1, -2.6, -0.3
COc1ccc(NC(=O)/C=C/c2ccccc2)c([N+](=O)[O-])c1
  0.3, 2.1, 1.5, -4.7, 15.6*, 4.6, -0.1, 3.4, 2.5, -3.7, 2.0
NC(=O)C1CCN(CCC(=O)Nc2cccc(Cl)c2)CC1
  -7.4, -1.9, 2.2, -1.6, -2.9, -10.9, -1.0, -0.1, 0.4, -0.2, 0.0
CC1(c2nnnn2C2CCCCC2)CCCC(=O)N1CCc1ccc(O)cc1 (stereo not given)
  -4.4, x, x, 1.1, -2.7, -0.9, -1.1, 1.9, -1.1, 1.2, 0.6
COC(=O)c1cccc(C23CC4(C2)[C@H](CN(CC2CCCCC2)[C@@H]4c2ccccc2)C3c2ccccc2)c1 (stereo not given in full)
  1.8, -1.0, 1.1, -1.8, 1.8, -2.4, -1.2, 8.3, -0.7, -2.1, 0.0
O=C(CSc1nnc(-c2ccccn2)o1)Nc1ccccc1Cl
  0.5, 4.6, 0.0, 1.7, 11.2*, 5.0, -0.2, -0.4, 2.1, -1.5, 1.7
